# NCI-60 one-dose screen, 48 h, at 10 µM unless noted. Numbers give growth in % (100 = growth as untreated, 0 = no growth, -100 = all killed).
# LOX IMVI: LOX IMVI melanoma | 7.4% of 79,000 active | AID 1794757
# MALME-3M: MALME-3M melanoma; 5.8% of 78,000 active; AID 1794766
# BT-549: BT-549 breast cancer. 4.4% of 78,000 active
# UACC-257: UACC-257 melanoma; 4.4% of 78,000 active
# HS 578T: HS 578T breast cancer; 4.1% of 78,000 active; AID 1794788
# UACC-62: UACC-62 melanoma; 5.4% of 81,000 active
# MCF7: MCF7 breast cancer. 6.3% of 82,000 active
# T-47D: T-47D breast cancer; 5% of 79,000 active; AID 1794792
# Active calls of the source: *; · = no result given; & = joins results of further samples; [ ] = remark or other dose. Rule for the calls: active = growth percent below 10; inactive = the rest.
# Preview (2 entries):
SMILES,LOX IMVI,MALME-3M,BT-549,UACC-257,HS 578T,UACC-62,MCF7,T-47D
C[C@]12C=CCC[C@@H]1CC[C@@H]1[C@@H]2CC[C@]2(C)[C@@H](O)CC[C@@H]12,99.2,111.7,110.6,100.3,98.5,85.9,117.0,104.9
COC(=O)[C@@]12C(=O)N(Cc3ccc(OC)cc3OC)C(C)(C)C1=Cc1cccc3c1[C@@]2(O)C(=O)N3C,98.6,128.5,92.3,98.6,93.0,101.1,89.8,91.9

# Results, previewed entries included:
SMILES,LOX IMVI,MALME-3M,BT-549,UACC-257,HS 578T,UACC-62,MCF7,T-47D
C[C@]12C=CCC[C@@H]1CC[C@@H]1[C@@H]2CC[C@]2(C)[C@@H](O)CC[C@@H]12,99.2,111.7,110.6,100.3,98.5,85.9,117.0,104.9
COC(=O)[C@@]12C(=O)N(Cc3ccc(OC)cc3OC)C(C)(C)C1=Cc1cccc3c1[C@@]2(O)C(=O)N3C,98.6,128.5,92.3,98.6,93.0,101.1,89.8,91.9
O=C(/C=C/c1ccco1)c1nc2ccccc2n1Cc1ccc(F)cc1,·,59.9,59.7,62.7,·,45.4,8.9*,18.0
CCC(Br)(CC)C(=O)NC(N)=O,101.9,106.2,108.5,103.9,106.4,100.3,94.6,100.6
N#CC(C#N)=Cc1ccc(Cl)c(Cl)c1,100.4,80.7,100.3,100.0,108.4,91.2,90.1,89.2
CCOP(=O)(NC)OCC,102.4,121.1,111.9,121.4,98.4,108.4,101.2,102.3
CC[N+]1(CC)CCC(OC(=O)C(O)(c2ccccc2)c2ccccc2)C1 (configuration not stated),88.4,88.9,89.6,99.0,99.9,101.5,101.4,93.3
c1ccc([C@H]2N[C@H]2c2ccccc2)cc1,104.6,102.5,97.9,107.7,103.4,96.0,99.2,97.0
O=C(O)CCCO,109.8,103.1,89.7,114.9,117.0,90.5,99.7,110.4
CC(O)c1ccc(Cl)cc1 (configuration not stated),101.4,116.0,·,109.9,103.4,103.1,99.0,104.6
c1cnc2[nH]cc(-c3csc(-c4cn(CCCCN5CCOCC5)c5ccccc45)n3)c2c1,20.8,-25.0*,79.6,67.8,54.9,68.9,25.1,36.1
N#CC(C#N)=Cc1cccc(F)c1,98.9,110.2,111.5,107.0,101.4,98.2,100.6,105.0
COc1ccc(/C=C2\N=C(c3cccnc3)OC2=O)cc1,96.2,·,106.2,95.7,104.4,100.2,103.6,110.0
CCP(=S)(CC)P(=S)(CC)CC,107.5,98.8,113.3,·,119.4,100.7,93.8,98.1
Cc1ccc(Nc2nc(-c3ccccc3)c[se]2)cc1,87.0,79.9,95.2,88.4,99.2,77.1,76.0,62.4
CCOC(=O)/C=C/CP(=O)(OCC)OCC,95.7,93.9,103.3,94.9,104.1,97.2,90.6,93.7
N#Cc1cccc(Cl)c1,103.6,83.5,43.4,95.9,113.4,102.9,99.2,98.6
CN1CCC(O)(c2ccccc2)C(C(=O)c2ccccc2)C1 (configuration not stated),93.4&96.6,106.4&117.7,90.6&110.9,99.8&134.5,110.7&97.8,96.0&97.4,84.4&87.2,83.0&115.4
C[C@]12CC[C@H]3[C@@H](CC=C4C[C@@H](O)CC[C@@]43C)[C@@H]1CC(=O)[C@@H]2O,101.9,95.2,99.8,104.2,93.4,102.2,104.9,104.9
CC(=O)Cc1ccccc1Cl,88.3,80.7,98.8,103.1,98.0,96.2,92.5,82.5
COc1ccc(Cn2cc(/C=C3/C(=O)C4CCN3CC4)c3cccnc32)cc1,87.8,104.3,84.3,95.3,99.4,79.4,89.2,56.8
CCC[C@H](O)[C@@H](OC)[C@H]1O[C@]1(C)[C@@H](O)C/C=C/[C@@H]1OC(=O)/C=C/C=C/[C@@H](OC)[C@H](O)/C=C/C(C)=C/C(C)CCC[C@@H](OC)[C@H](O)/C=C/C(C)=C/[C@@H](C)[C@H](O)[C@H]1OC (some centres not stated),104.2,118.7,90.7,85.3,94.4,74.4,94.8,77.9
CC1(C)N=C(N)N=C(N)N1c1ccc(OCc2ccc(S(=O)(=O)F)c(Cl)c2)c(Cl)c1,25.9,·,77.5,61.3,69.7,25.4,29.0,85.6
CCOP(=O)(OCC)OCc1ccc(C)c(C)c1,95.9,111.5,92.1,·,99.7,97.3,95.7,74.1
c1ccc2c(c1)OCC(C1=NCCN1)O2 (configuration not stated),96.5,104.8,108.4,110.0,114.5,104.0,101.1,110.7
CC(C)CCC[C@@H](C)[C@H]1CC[C@H]2[C@@H]3C/C(=N\OC(=O)c4ccc(N(CCCl)CCCl)cc4)C4=CC(=O)CC[C@]4(C)[C@H]3CC[C@]12C,99.9,94.4,107.1,84.3,101.1,96.7,94.0,95.2
CCCCCCCCCCCCOC(N)=O,120.1,105.4,90.1,101.5,102.7,104.7,98.5,94.2
O=c1c([N+](=O)[O-])cn(O)cc1[N+](=O)[O-],102.0,109.2,104.6,104.2,102.1,114.7,96.5,92.7
Oc1ccc2c3c1O[C@H]1c4[nH]c5ccccc5c4C[C@@]4(O)C(C2)N(CC2CC2)CC[C@]314,87.3,122.5,97.4,97.4,92.1,102.2,99.7,84.8
Nc1nnc(Sc2nc3ccc(Cl)cc3c(=O)n2-c2ccccc2)s1,101.7,104.7,106.0,92.0,101.6,101.5,83.6,78.7
OC1C(O)C2CC1C1C2C2(Cl)C(Cl)=C(Cl)C1(Cl)C2(Cl)Cl (configuration not stated),87.1,78.1,94.7,79.8,93.8,77.5,76.8,76.0
NC(=O)CS(=O)C(c1ccccc1)c1ccccc1 (configuration not stated),89.6&97.7,89.2&102.6,111.4&110.2,102.9&98.7,103.9&106.0,107.7&107.5,104.3,113.1&120.8
Nc1ccc(OCCNS(=O)(=O)c2cccc(S(=O)(=O)F)c2)c(Cl)c1,94.2,86.2,95.9,75.4,93.6,93.2,85.3,101.8
CCC(C)c1cnc(CC(C)C)c(=O)n1O (configuration not stated),94.3,106.7,118.7,110.7,·,103.3,103.0,104.7
CC1=CP(=O)(Oc2ccc([N+](=O)[O-])cc2)CC1 (configuration not stated),96.2,99.2,102.5,110.4,91.1,91.5,103.6,101.0
C[C@H](O)CCC(=O)c1ccoc1,95.5,106.1,117.9,99.5,97.1,96.0,98.6,108.3
[Br][Pb]([c]1ccccc1)([c]1ccccc1)[c]1ccccc1,-100.0*,·,·,-99.0*,-35.6*,-92.2*,-69.9*,-72.0*
CSc1nc(N)nc2nc(NN)nn12,95.1,106.2,120.8,113.6,97.0,105.4,100.8,101.1
CC(C(=O)c1ccc(Cl)cc1)N1CCCCC1 (configuration not stated),96.5,101.5,94.4,111.7,107.5,96.5,99.6,96.5
NC(=O)C1(c2ccccc2)CCN(Cc2ccccc2)CC1,95.5,108.6,108.6,95.2,100.8,98.4,96.6,107.1
C=CCOC(C(=O)OCCN(CC)CC)(c1ccccc1)c1ccccc1,99.3,106.3,111.4,·,97.4,103.8,95.6,104.3
CCC1(c2ccccc2)C(=O)NC(=S)NC1=O,96.4,104.6,112.5,107.6,102.6,104.1,97.3,95.7
C#CC1(O)CCC2C3CCC4=CC(=O)CCC4=C3C=CC21C (configuration not stated),93.4,117.6,93.6,92.5,26.1,54.1,121.6,·
CC[C@](O)(C(=O)O)c1cc2n(c(=O)c1CO)Cc1cc3ccccc3nc1-2,-40.9*,-38.2*,-34.5*,0.1*,29.4,-68.6*,2.0*,-6.4*
Nc1ccc(CCNS(=O)(=O)c2ccc(S(=O)(=O)F)cc2)cc1,104.0,114.9,110.2,101.6,110.6,104.5,95.6,108.2
Cc1ccc(C)c(OP(=O)(Oc2cc(C)ccc2C)Oc2cc(C)ccc2C)c1,90.6,79.2,100.4,84.3,103.1,92.6,102.8,·
Cc1nc(N)sc1S(=O)(=O)F,105.6,113.5,104.3,96.4,98.2,96.1,101.8,106.6
O=C(/C=C/c1sc(N(CCCl)CCCl)nc1Cl)c1ccc(Br)cc1,85.0,121.0,103.0,91.4,88.8,79.6,48.0,74.1
[Cl][Hg][c]1cc[c]([Hg][Cl])o1,-10.3*,-51.6*,14.0,65.5,55.4,47.1,-18.6*,-7.8*
C=CCCC1(CC)C(=O)NC(=O)NC1=O,108.7,103.6,106.1,96.6,115.9,100.4,101.5,112.3
COc1cccc2c1N=C1CCCC3CN(C(C)=O)CCC123 (configuration not stated),116.1,136.0,120.6,104.4,112.5,103.5,98.1,97.4
Fc1ccccc1CCl,103.9,108.2,107.8,107.6,106.4,105.2,103.7,108.9
COC(=O)CC(c1cccc(OC(F)F)c1)c1c(O)c2ccccc2oc1=O (configuration not stated),80.1[8.25 µM],97.3[8.25 µM],108.8[8.25 µM],107.4[8.25 µM],103.3[8.25 µM],93.4[8.25 µM],89.8[8.25 µM],90.2[8.25 µM]
COC(=O)[C@@H](C)C[C@H](Cc1ccccc1)NC(=O)c1csc([C@@H](C[C@H](C(C)C)N(C)C(=O)[C@H](C)NC(=O)[C@H]2CCCN2C)OC(C)=O)n1,38.4,56.2,36.9,36.4,17.6,45.6,·,50.9
Nc1nc(N)c(-c2ccc(Cl)c(Cl)c2)c(/C=C/c2ccc(S(=O)(=O)F)cc2)n1,69.1,86.9,94.6,76.3,·,79.1,73.5,96.1
Clc1ccc(C(c2ccc(Cl)cc2)C(Cl)Cl)cc1,98.0,98.9,·,·,102.4,93.1,111.8,88.8
COc1ccc(C2=N[C@@H](Cc3ccccc3)C(=O)Nc3ccsc32)cc1,47.6,48.6,51.7,44.0,65.4,16.9,24.1,61.1
CCCNC(=O)C[C@@H](CCC(F)(F)F)C(=O)N[C@H]1N=C(c2ccccc2)c2ccccc2N(C)C1=O,100.5,78.0,101.2,82.2,106.3,90.3,90.0,93.3
Oc1c(CCl)cc(Cl)cc1CCl,93.8,110.0,·,130.7,104.0,116.3,105.3,101.6
CN1CC(CNC(=O)OCc2ccccc2)CC2c3cccc4c3c(cn4C)CC21 (configuration not stated),-37.4*,-16.0*,50.0,-60.4*,49.4,5.7*,-55.3*,31.6

# Results in MCF7, for some of the entries so far:
Molecule	MCF7
CCP(=S)(CC)P(=S)(CC)CC	93.8
C=CCCC1(CC)C(=O)NC(=O)NC1=O	101.5
COC(=O)[C@@]12C(=O)N(Cc3ccc(OC)cc3OC)C(C)(C)C1=Cc1cccc3c1[C@@]2(O)C(=O)N3C	89.8
C=CCOC(C(=O)OCCN(CC)CC)(c1ccccc1)c1ccccc1	95.6
Nc1ccc(OCCNS(=O)(=O)c2cccc(S(=O)(=O)F)c2)c(Cl)c1	85.3
CCCNC(=O)C[C@@H](CCC(F)(F)F)C(=O)N[C@H]1N=C(c2ccccc2)c2ccccc2N(C)C1=O	90.0
CC(C)CCC[C@@H](C)[C@H]1CC[C@H]2[C@@H]3C/C(=N\OC(=O)c4ccc(N(CCCl)CCCl)cc4)C4=CC(=O)CC[C@]4(C)[C@H]3CC[C@]12C	94.0

# Carrying on:
SMILES,LOX IMVI,MALME-3M,BT-549,UACC-257,HS 578T,UACC-62,MCF7,T-47D
CC(N)CCc1ccc2c(c1)OCO2 (configuration not stated),93.6,89.0,95.2,·,103.9,99.6,97.2,116.6
C[C@]12COC(=O)C[C@@H]1CC[C@@H]1[C@@H]2CC[C@]2(C)[C@@H](O)CC[C@@H]12,·,·,·,113.8,97.3,107.5,91.7,116.1
CC(C)c1cc(C(C)(C)c2ccc(O)c(C(C)C)c2)ccc1O,72.5,75.4,66.7,41.3,61.6,·,51.9,26.8
O=[As](O)(O[As](=O)(O)c1ccccc1)c1ccccc1,105.1,111.0,108.3,106.9,114.8,93.8,102.4,108.7
CCOc1ccccc1C=C(C#N)C#N,89.8,143.8,98.3,96.1,98.1,104.2,85.9,107.4
COc1cc2c(O[C@@H]3OC[C@H](O)[C@H](O)[C@H]3O)c3c(c(-c4ccc5c(c4)OCO5)c2cc1OC)C(=O)OC3,-57.7*,54.4,31.0,23.6,91.1,20.8,71.2,18.2
CCC(/C=N/N=C(N)N)=N\N=C(N)N,78.9,96.0,93.1,84.4,100.5,95.7,72.6,74.2
N/N=C/c1cccnc1,92.1,90.7,115.6,83.7,95.1,98.1,92.9,83.2
[O-][Cl+3]([O-])([O-])O,99.8,93.3,106.0,88.6,101.7,101.1,93.1,93.2
C[C@]1(O)CC[C@H]2[C@@H]3CCC4=CCCC[C@@H]4[C@H]3CC[C@@]21C,94.8,103.6,107.2,58.1,103.8,91.4,115.0,82.6
CCOP(=S)(OCC)O[C@H]1CC[C@@]2(C)C(=CC=C3[C@@H]4CC[C@H]([C@H](C)/C=C/[C@H](C)C(C)C)[C@@]4(C)CC[C@@H]32)C1,96.3,100.2,108.2,102.5,92.3,104.0,97.7,118.2
C[C@]12CCc3sc(NCc4ccccc4)nc3C1=CC[C@@H]1[C@@H]2CC[C@]2(C)C(=O)CC[C@@H]12,98.0,87.5,101.7,103.2,102.1,91.4,91.4,93.7
COc1ccc(-c2c[se]c(Nc3ccc(C)cc3)n2)cc1,95.8,85.7,92.8,94.9,110.7,79.7,82.3,61.4
CCOc1cc(CN(CCCl)CCCl)cc(OCC)c1OCC,93.1,100.9,91.8,103.7,·,100.3,95.6,94.8
COc1cc(C2C3=C(CCCC3=O)N(CCO)c3cc4c(cc32)CCC4)cc(OC)c1OC (configuration not stated),80.4,93.1,108.8,67.2,99.9,67.7,23.0,38.2
Cc1ccc(O)c(Cl)c1,104.4,101.1,99.7,115.4,116.4,105.7,95.0,99.3
NC(=O)OC1CCCCC1,116.1,130.4,111.6,110.0,129.2,119.8,109.0,118.3
Nc1ccc(S(=O)(=O)F)c(Cl)c1,99.9,105.3,100.0,98.4,103.6,107.2,97.5,90.9
N[C@@H]1C[C@H]1c1ccccc1,95.0,82.5,102.7,112.5,93.1,100.4,90.1,105.6
CCOP(=O)(OCC)OP(=O)(OCC)OP(=O)(OCC)OCC,95.1,98.1,103.2,103.0,·,109.9,100.6,93.7
CC1=CC[C@@H]2[C@@H](C1)c1c(O)cc(C(C)(C)c3ccccc3)cc1OC2(C)C,79.3,87.5,96.0,76.9,78.3,87.8,53.2,50.6
N#CCN1CCN(c2ccccc2)CC1,96.9,83.7,96.1,101.3,96.1,104.5,93.2,89.7
CCCCOP(=O)(CCc1ccccn1)OCCCC,98.4,107.1,102.3,95.4,116.3,86.9,99.7,90.1

# Screening data from PubChem.

# A portion of the library; count on the stated rates, not on these rows.
